CHO-K1 Ca PAM: nonselective activator or artifact in parental CHO-K1 calcium assay | ATP EC20, Fluo-8 calcium fluorescence; 0% at ATP EC20, 100% at ATP max | activation, % at 3 µM | hit rate 0.02% among 360,000;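 active = activation above the run cutoff, the mean activation of all test compounds plus 3 SD, cut at about 40% in these data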;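 also: peak over basal fluorescence ratio in a 140 s read after ATP addition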
CHO-K1 Ca ag: nonselective activator or artifact in parental CHO-K1 cells | activation, % at 3 µM | hit rate 0.48% among 360,000 | Fluo-8 calcium fluorescence; scaled to maximal ATP response, vehicle zero; in the data active = activation above about 15%;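 also: untransfected CHO-K1 host cells lacking M1 receptor as counterscreen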
CHO parental Ca: counter-screen: ATP calcium response change in parental CHO cells; parental CHO-K1, ATP-induced calcium, Fluo-8 fluorescence; inhibition, % at 5.6 µM; hit rate 0.63% among 330,000; AID 463079;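 active = inhibition above that plate's mean sample inhibition plus 3 SD, cut at about 26% in these data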;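 also: 0% = ATP-challenged DMSO wells and 100% = DMSO wells without ATP; some compounds past the cut are filed as inactive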
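test system = CHO parental line | reagent = ATP stimulus | measured by = intracellular calcium via Fluo-8 no-wash fluorescent dye | control set = ATP and no-ATP DMSO wells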
CHRM1 agonist: activates human CHRM1 receptor; AID 588814; CHO-K1 hM1, Fluo-8 calcium fluorescence, agonist mode; 0% DMSO, 100% acetylcholine EC100; activation, % at 3 µM; hit rate 0.33% among 360,000;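 active = activation above the run's mean compound activation plus 3 SD, cut at about 16% in these data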;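 also: peak over basal fluorescence ratio within a 140 s kinetic read after compound addition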
TAAR1 antag: antagonists of human TAAR1. CHO RD-HGA16 TAAR1, Fluo-8 calcium fluorescence, antagonist. inhibition, % at 3 µM. hit rate 1.5% among 360,000;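 active = inhibition above a per-plate cutoff, the mean inhibition of test compounds on that plate plus 3 SD, cut at about 49% in these data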;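 also: 0% = DMSO plus EC80 beta-PEA response and 100% = DMSO alone without agonist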
Target sequence (Q96RJ0 whole entry, looked up): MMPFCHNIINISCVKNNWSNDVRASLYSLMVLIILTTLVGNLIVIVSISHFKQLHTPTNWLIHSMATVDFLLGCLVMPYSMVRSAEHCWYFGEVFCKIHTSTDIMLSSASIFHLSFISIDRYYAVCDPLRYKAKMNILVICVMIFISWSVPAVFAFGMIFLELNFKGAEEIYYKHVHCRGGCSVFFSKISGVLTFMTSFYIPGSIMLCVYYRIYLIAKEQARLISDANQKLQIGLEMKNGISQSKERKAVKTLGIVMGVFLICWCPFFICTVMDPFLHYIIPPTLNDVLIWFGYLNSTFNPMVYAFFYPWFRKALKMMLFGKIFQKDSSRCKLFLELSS
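Test system: hTAAR1-expressing CHO RD-HGA16 cells, Gα16-coupled; Probe or stimulus: EC80 β-phenethylamine stimulus; Compound dosing: single nominal final test compound concentration of 3 µM; Timing: 140 s kinetic read after compound, 140 s after agonist; Signal: Fluo-8 calcium-sensitive fluorescence; Measure: % inhibition of agonist calcium response; Controls: DMSO and EC80 PEA controls.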
CHO-K1 Ca antag: M1 antagonist counterscreen hit in parental CHO-K1 cells. hit rate 0.6% among 360,000. inhibition, % at 3 µM. ATP-induced calcium, Fluo-8 fluorescence;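 active = inhibition above a per-plate cutoff, the plate's mean sample inhibition plus 3 SD, cut at about 24% in these data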;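 also: 0% = DMSO plus EC80 ATP and 100% = DMSO alone without ATP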
OXTR potentiator: potentiators of human oxytocin receptor; P30559; CHO-OTR cells, Fluo-8 calcium fluorescence, potentiator mode; 0% = oxytocin EC15, 100% = EC100; activation, % at 3 µM; hit rate 0.061% among 320,000; AID 2445;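 active = activation above that plate's cutoff, the mean activation of tested compounds plus 3 SD, cut at about 6.6% in these data, passing the limit was not always enough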;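 also: 100% uses oxytocin at 75 nM as the full agonist control; some results filed as inactive read as strong as hits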
Target sequence (P30559 whole entry, looked up): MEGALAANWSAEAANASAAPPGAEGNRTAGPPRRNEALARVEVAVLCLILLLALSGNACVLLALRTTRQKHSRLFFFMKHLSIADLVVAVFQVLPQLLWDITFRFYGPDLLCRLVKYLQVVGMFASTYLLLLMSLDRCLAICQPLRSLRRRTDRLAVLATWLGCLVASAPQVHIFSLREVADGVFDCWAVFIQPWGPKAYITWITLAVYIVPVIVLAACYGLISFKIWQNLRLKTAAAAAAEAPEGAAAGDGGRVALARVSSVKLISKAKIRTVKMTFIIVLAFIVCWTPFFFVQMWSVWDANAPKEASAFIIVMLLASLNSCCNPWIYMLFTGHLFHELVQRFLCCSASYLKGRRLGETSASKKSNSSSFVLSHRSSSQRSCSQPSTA
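System: human OTR in CHO cells; Also added: sub-maximal oxytocin, roughly EC15; Timing: compound 6 min at room temperature before oxytocin, 100 s read; Technique: Fluo-8 intracellular calcium fluorescence, ex 470-495, em 515-575 nm; Controls: oxytocin EC15 low and EC100 high; Replication: singlicate.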
TAAR1 ag: human TAAR1 agonism; Q96RJ0; CHO RD-HGA16 TAAR1, Fluo-8 calcium fluorescence; vehicle wells 0%, saturating PEA agonist 100%; activation, % at 3 µM; hit rate 0.99% among 360,000; AID 624467;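 active = activation above the mean activation of all test compounds in the run plus 3 SD, cut at about 38% in these data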
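System: CHO-derived RD-HGA16 cells with stable Gα16 and human TAAR1 / Times: 17-24 h plating, Fluo-8 75 min 37 °C, 30 min RT / Technique: calcium-sensitive Fluo-8 signal, excitation 470-495, emission 515-575 nm / Measure: % activation relative to PEA EC100 response / Benchmarks: DMSO and PEA EC100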
V1aR counter: V1a receptor agonism, counter-screen for OXTR agonists; P37288; CHO-V1R cells, Fluo-8 calcium fluorescence, agonist mode; 0% DMSO, 100% 3 nM vasopressin; activation, % at 3 µM; hit rate 0.25% among 320,000; AID 2797;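 active = activation above the mean activation of all tested compounds plus 3 SD, per screening run, cut at about 20% in these data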;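 also: signal is peak over basal fluorescence ratio across a 100 second FLIPR read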
An asterisk follows results filed as active; x = no result given. Random draw from the library; about 3.3% have a hit in one of these screens.

1) O=C(NCCCN1CCOCC1)c1cccnc1
2) Cc1ccc(S(=O)(=O)N(C)C[C@H]2Oc3ncc(Br)cc3C(=O)N([C@H](C)CO)C[C@@H]2C)cc1
3) Cc1ccc(NC(=O)[C@H](Cc2ccccc2)NC(=O)[C@@H]2Cc3ccccc3CN2)c(C)c1
4) CC(=O)Nc1c(C)cc(S(C)(=O)=O)cc1C
5) O=S(=O)(C=C(c1ccccc1)c1ccccc1)c1ccccc1
6) Brc1ccccc1/C=N/Nc1ccccn1
7) Cc1cc(C)n(C2CC(=O)N(c3ccc(C)c(Cl)c3)C2=O)n1 (configuration not stated)
8) CCN1C(=O)S/C(=C/c2ccsc2)C1=O
Assay by compound	1	2	3	4	5	6	7	8
CHO-K1 Ca PAM	0	-8	5	11	19	-1	4	-6
CHO-K1 Ca ag	-0.3	-0.1	0.6	0.7	5.9	0.5	0.7	1.0
CHO parental Ca	-4	x	-22	7	48*	-1	-36	-4
CHRM1 agonist	-3	-11	-5	0	-5	-1	-4	-1
TAAR1 antag	7	-8	-34	-3	5	-30	-19	8
CHO-K1 Ca antag	5	3	-16	-8	-8	-7	-7	16
OXTR potentiator	0	x	0	-8	-19	-8	-3	-10
TAAR1 ag	5	7	2	1	2	2	2	6
V1aR counter	0.5	x	1.1	1.2	0.9	0.8	-0.8	1.4

9) Cn1c(=O)c2c(nc(N3CCCC3)n2C)n(C)c1=O
10) CN(C)S(=O)(=O)c1ccc(C(=O)NNc2nc(-c3ccccc3)c3cc(Br)ccc3n2)cc1
11) CCOC(=O)C1(Cc2cccc(OC)c2)CCCN(C(=O)c2cc(C)oc2C)C1 (configuration not stated)
12) Cc1ccc(OCCCn2c(CO)nc3ccccc32)cc1
13) Cc1ccc(C(C(=O)NCc2ccc(F)cc2)N(C(=O)c2csnn2)C2CC2)cc1 (configuration not stated)
14) C[C@H](NC(=O)c1[nH]cnc1C(=O)Nc1ccc(Cl)cc1)C(=O)OC(C)(C)C
15) CCOc1ccc(NC(=O)CN(C)C(=O)C2CCN(c3ncnc4sc(C)c(C)c34)CC2)cc1OCC
16) CC1CCCN(Cc2cccc(Oc3ccccc3)c2)C1 (configuration not stated)
Assay by compound	9	10	11	12	13	14	15	16
CHO-K1 Ca PAM	-16	9	18	10	3	15	9	8
CHO-K1 Ca ag	0.2	2.6	1.7	1.4	1.5	1.0	2.7	0.3
CHO parental Ca	1	-10	-15	-9	-22	-17	-13	-23
CHRM1 agonist	-4	-6	-3	-2	-2	-3	-6	-9
TAAR1 antag	-5	12	-14	4	-11	x	4	-12
CHO-K1 Ca antag	-8	3	-11	-8	-14	-10	-4	0
OXTR potentiator	-7	2	-4	-19	-10	5	-11	5
TAAR1 ag	0	4	-1	15	-2	x	0	18
V1aR counter	1.1	1.8	0.3	0.8	-0.5	-0.5	-1.1	-0.7

17) CCN(CC)C(=O)[C@H]1C[C@H](CC(=O)NCCN2CCOCC2)C(=O)N2CCc3c([nH]c4cc(CCC(=O)N(C)C)ccc34)[C@]12C
18) COc1ccc(CC(=O)OCC(=O)NC(=O)Nc2ccccc2F)cc1
19) COCc1c(C(=O)N/N=C(\C)c2ccc(Cl)s2)nnn1-c1nonc1N
20) O=C(COc1ccc(/C=N/NC(=O)C(=O)N2CCCCC2)cc1)Nc1ccccc1Cl
21) CSc1ncccc1C(=O)N(C)CC(=O)Nc1ccc(Cl)cc1
22) O=C(NC(=S)Nc1nc2c(s1)CSc1ccccc1-2)c1ccccc1
23) COc1ccc(/C=N/NC(=O)c2c(-c3ccccc3)noc2C)cc1[N+](=O)[O-]
24) CCCNC(=O)NC(=O)CSc1nncs1
Assay by compound	17	18	19	20	21	22	23	24
CHO-K1 Ca PAM	17	-6	-7	-6	2	17	-6	19
CHO-K1 Ca ag	0.7	0.7	-0.1	2.0	0.3	0.9	6.4	-0.5
CHO parental Ca	8	-4	0	-6	-23	-16	-9	-8
CHRM1 agonist	-5	0	0	-2	-4	-5	0	-9
TAAR1 antag	-1	-8	-19	17	-9	1	13	2
CHO-K1 Ca antag	-18	-8	-9	-1	6	-9	-10	-4
OXTR potentiator	x	-3	0	-23	-5	-7	-10	-4
TAAR1 ag	1	5	3	7	8	12	4	7
V1aR counter	x	8.3	0.2	1.8	1.8	0.5	9.2	1.2

25) C=CCn1c(SCc2ccc(C(=O)OC)cc2)nnc1-c1sc(N)nc1C
26) CC1CCN(C(=O)CSc2nnc3c(n2)[nH]c2ccccc23)CC1
27) CCOc1cc(C(=O)NCc2ccccc2)ccc1OCC(=O)N1CCOCC1
28) O=C(N/N=C/c1ccc(O)cc1)c1cc(C2CC2)[nH]n1
29) CCOC(=O)c1sc(N)c(C(=O)OC)c1C
30) O=C(Nc1ccccc1)N1CCN(S(=O)(=O)c2ccccc2)CC1
31) CC1=C/C(=N\NC(=O)c2cccs2)CC(C)(C)C1
32) CCOC(CNC(=O)Cn1nc(C)c2ccccc21)OCC
Assay by compound	25	26	27	28	29	30	31	32
CHO-K1 Ca PAM	18	12	-3	-2	5	11	-12	19
CHO-K1 Ca ag	1.5	2.6	0.5	0.1	1.6	1.3	-0.1	1.4
CHO parental Ca	-13	-13	-2	-2	-8	-12	-5	-8
CHRM1 agonist	-4	-7	-1	-2	1	-3	-5	-4
TAAR1 antag	-13	-4	0	13	-15	6	-2	-12
CHO-K1 Ca antag	-1	-11	4	1	-13	6	20	-13
OXTR potentiator	-6	-3	-3	-1	2	-11	-6	-12
TAAR1 ag	1	-2	3	1	1	0	-1	1
V1aR counter	2.0	2.5	-0.8	0.3	-0.7	1.3	0.0	-0.1

33) COc1ccc(C(=O)N/N=C/c2ccc(OC)c(COc3ccccc3)c2)cc1
34) COc1cc(OC)cc(C(=O)N[C@H](C(=O)OCC(=O)c2ccc(F)cc2)C(C)C)c1
35) CCCCN(CC(=O)Nc1c(C)cccc1CC)C(=O)SCC
36) Cc1oc(-c2ccccc2)nc1CC(=O)O
37) COc1cc(C)ccc1OCC(=O)OCC(=O)c1[nH]c(C)c(C(C)=O)c1C
38) CC(=O)Nc1nc(C)c(CCCOc2ccc([N+](=O)[O-])cc2)c(=O)[nH]1
39) COc1ccc(C(=O)Nc2nc(CC(=O)NCCc3ccccc3OC)cs2)cc1
40) O=C(Cc1ccc(-n2c(=O)c3ccccc3n(CC(=O)Nc3ccc(F)cc3F)c2=O)cc1)NCc1ccco1
Assay by compound	33	34	35	36	37	38	39	40
CHO-K1 Ca PAM	2	-4	21	7	7	-2	23	3
CHO-K1 Ca ag	3.1	0.4	0.3	0.0	4.9	0.3	9.6	0.4
CHO parental Ca	-15	-22	-22	0	-4	0	-26	-8
CHRM1 agonist	1	-5	-4	-3	3	-3	-3	-3
TAAR1 antag	17	-15	x	13	27	-3	57*	-9
CHO-K1 Ca antag	1	3	-17	-6	-15	-8	-7	-9
OXTR potentiator	-12	-5	0	-6	-9	-9	-10	3
TAAR1 ag	4	-2	x	2	8	1	11	3
V1aR counter	0.4	-1.0	0.2	1.2	6.9	1.8	-0.3	-0.2

41) CCOC(=O)C1=C(C)N(CCCC(=O)O)C(=O)NC1c1ccccc1OC(=O)c1cccs1 (configuration not stated)
42) CC(=O)Nc1nc(C)c(Oc2ccccc2)c(=O)[nH]1
43) C=CCOC(=O)CSCC(NC(=O)OC(C)(C)C)C(=O)OCC (configuration not stated)
44) COc1cc(OC)nc(Nc2nc(C(N)Cc3ccc(F)cc3)cs2)n1 (configuration not stated)
45) O=C1C=CC(=Nc2ccc3c(c2)C(=O)c2ccccc2-3)O1
46) CCOc1ccccc1N(CC(=O)NCc1ccco1)C(=O)CCC(=O)Nc1nccs1
47) CCOc1cc(-c2nc(-c3ccncc3)no2)cc(OCC)c1OCC
48) O=C(Nc1cc(S(=O)(=O)N2CCOCC2)ccc1O)c1ccc(S(=O)(=O)N2CCCCC2)cc1
Assay by compound	41	42	43	44	45	46	47	48
CHO-K1 Ca PAM	x	4	13	-13	-12	5	5	1
CHO-K1 Ca ag	x	0.3	0.7	1.3	-0.3	2.0	0.0	-0.1
CHO parental Ca	-2	-1	-17	x	x	-25	-13	-12
CHRM1 agonist	x	-4	-2	3	-3	-1	-3	-5
TAAR1 antag	16	12	-17	14	-13	8	-27	8
CHO-K1 Ca antag	x	-4	-17	14	4	-12	-4	-9
OXTR potentiator	4	0	-15	x	x	-3	-1	-10
TAAR1 ag	4	12	6	56*	2	7	1	0
V1aR counter	0.5	0.6	-0.3	x	x	1.3	2.4	-0.5

Single records (already shown):
`CCOc1cc(-c2nc(-c3ccncc3)no2)cc(OCC)c1OCC` is entered as CHO-K1 Ca PAM: 5; CHO-K1 Ca ag: 0.0; CHO parental Ca: -13; CHRM1 agonist: -3; TAAR1 antag: -27; CHO-K1 Ca antag: -4; OXTR potentiator: -1; TAAR1 ag: 1; V1aR counter: 2.4
`CCOc1cc(C(=O)NCc2ccccc2)ccc1OCC(=O)N1CCOCC1` is entered as CHO-K1 Ca PAM: -3; CHO-K1 Ca ag: 0.5; CHO parental Ca: -2; CHRM1 agonist: -1; TAAR1 antag: 0; CHO-K1 Ca antag: 4; OXTR potentiator: -3; TAAR1 ag: 3; V1aR counter: -0.8
`O=C(NCCCN1CCOCC1)c1cccnc1` is entered as CHO-K1 Ca PAM: 0; CHO-K1 Ca ag: -0.3; CHO parental Ca: -4; CHRM1 agonist: -3; TAAR1 antag: 7; CHO-K1 Ca antag: 5; OXTR potentiator: 0; TAAR1 ag: 5; V1aR counter: 0.5

Next compounds follow.
49) NC(=S)NNc1ccc(Cl)c(Cl)c1
50) CCCC(=O)NC(=S)Nc1ccccc1N1CCOCC1
51) CS(=O)(=O)N(CCc1ccccc1)CC(N)=O
52) CSCCC(NC(=O)c1ccccc1)C(=O)N1CCN(C(=O)c2ccccc2)CC1 (configuration not stated)
53) Clc1ccc(-c2noc(COc3ccccc3)n2)cc1
54) Cc1[nH]nc2c1C(c1cccc(OC(=O)N3CCOCC3)c1)C(C#N)=C(N)O2 (configuration not stated)
55) Cc1cc(NC(=O)C2CCN(S(=O)(=O)c3cccs3)CC2)no1
Assay by compound	49	50	51	52	53	54	55
CHO-K1 Ca PAM	-6	23	-5	12	-4	25	16
CHO-K1 Ca ag	1.1	0.9	-0.1	0.4	-0.1	0.3	0.3
CHO parental Ca	6	-8	2	-10	-7	-10	-25
CHRM1 agonist	1	-8	-3	-2	-4	-2	-5
TAAR1 antag	-1	0	-5	-18	1	-21	0
CHO-K1 Ca antag	-13	-12	7	-25	13	-15	-10
OXTR potentiator	-15	3	2	2	0	-12	-10
TAAR1 ag	14	3	2	8	9	6	12
V1aR counter	-1.4	0.7	-0.9	0.7	-0.6	-0.1	-0.1

Assay outcomes deposited in PubChem BioAssay by The Scripps Research Institute Molecular Screening Center.
